# Screening data as filed in PubChem.
# INS promoter inh: TRM-6 insulin promoter activity inhibition; 130,000 tested, 0.9% active; TRM-6 cells (human fetal islet line), insulin promoter-eGFP reporter, imaging; reporter expression induced with tamoxifen; inhibition, % at 2 µM;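 active = inhibition above the mean plus 3 SD, with well images judged a real hit on visual review, cut at about 60% in these data, passing the limit was not always enough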
# sdo1 growth: compounds rescuing growth of sdo1-depleted yeast, bone marrow failure model; S. cerevisiae sdo1-depleted JHY4D growth rescue, OD600 30 h; hits give high values; pdr5 snq2 efflux-pump mutant strain; z-score at 10 µM; 140,000 tested, 0.21% active;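 active = z-score above 3 at both the 24 hr and the 30 hr optical density reads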;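 also: z-score against mean and SD of all compound wells on the same plate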
# sdo1 growth Rescue 24 h: second read-out of sdo1 growth, no call of its own (marks repeat the call); z-score; S. cerevisiae sdo1-depleted JHY4D growth rescue, OD600; measured here: growth rescue at 24 h;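 0 is the plate mean of compound wells and units are plate SD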
# * marks the source's active call; other numbers are inactive results; i = inactive; . = not tested or not shown; [ ] = dose if it differs, or a comment.
no.	Structure	INS promoter inh	sdo1 growth	sdo1 growth Rescue 24 h
1	C=CCNC(=O)/C(C#N)=C/c1cn(-c2ccccc2)nc1-c1cccs1	-7	0.38	1.9
2	Clc1ccc(C2=CC(c3ccco3)n3ncnc3N2)cc1 (stereo not drawn)	-19	0.09	0.21
3	Cc1cccc(C)c1NC(=O)NN(C(=O)c1ccccc1)C(C)(C)C	-25	0.42	-0.02
4	Nc1ccc2c(c1)COC2=O	-33	.	.
5	Cc1ccc(OCC(=O)Nc2c[nH]c(=O)[nH]c2=O)cc1C	-9	.	.
6	CC(C)(C)NC(=O)C(c1ccco1)N(Cc1ccc(F)cc1)C(=O)c1snc(C(N)=O)c1N (stereo not drawn)	36	-0.31	-0.05
7	C=CCOc1c(Br)cc(/C=N/Nc2ccc(C(=O)O)cc2)cc1OCC	-107	-1	-0.69
8	C/C(CC(=O)Nc1ccc(N(C)C)cc1)=N\NC(=O)c1ccncc1	-14	.	.
9	c1ccc2[nH]c(CSc3nc4ccccc4o3)nc2c1	.	0.65	0.69
10	COc1ccccc1-c1nc(SCC(=O)NCC2CCCO2)c2c(=O)n(C)c(=O)n(C)c2n1 (stereo not drawn)	19	.	.
11	COc1ccccc1-c1nn2c(-c3ccco3)nnc2s1	.	-1.5	-1.1
12	Cc1c(CNCc2cccs2)c(C(=O)O)c(C)n1Cc1ccccc1	12	0.77	0.83
13	N#Cc1ccc(-c2ccccc2)nc1SCC(=O)c1cccc(Cl)c1	-67	0.52	1.3
14	CN(C)CCNC(=O)c1ccc(COc2ccc(Cl)cc2Cl)cc1	3	0.18	-0.09
15	CCCS(=O)(=O)c1c(S(=O)(=O)CCC)c2ccc(C(N)=O)cn2c1C(=O)c1ccc(OC)cc1	11	.	.
16	O=C(CCSc1nnc(-c2ccncc2)o1)Nc1ccc(Cl)cc1	.	-3.4	-3
17	CCn1cc(C(=O)O)c(=O)c2cc(OC)ccc21	18	-1.8	-1.2
18	O=c1cc(-c2ccccc2Cl)oc2c(Br)ccc(O)c12	14	-0.76	-0.06
19	CN1CCN(C(=S)c2ccc([N+](=O)[O-])cc2)CC1	.	0.26	-1.2
20	CC1(c2ccc3c(c2)OCO3)NC(=O)N(CC(=O)NCCC2=CCCCC2)C1=O (stereo not drawn)	-14	0.36	0.2
21	CCN(CCCNC(=O)C1CCC(=O)N1Cc1ccc(F)cc1)c1cccc(C)c1 (stereo not drawn)	.	0.55	0.96
22	COc1cccc(NC(=O)c2ccc(CN3CCN(c4ccccc4)CC3)cc2)c1	-30	-0.35	-0.04
23	COc1ccc(C)c(Cn2c(-c3nonc3N)nc3ccccc32)c1	i	0.54	2.1
24	O=C(O/N=C1/CCSc2ccccc21)c1ccc(F)cc1	.	-1	-0.28
25	C=CCSC1=N/C(=C\c2cc(OC)c3c(c2)OCO3)C(=O)S1	7	-0.61	0.42
26	CCn1c(SCC(=O)c2cc(C)n(CC3CCCO3)c2C)nc2ccccc21 (stereo not drawn)	.	-1.4	-0.96
27	Cn1cnnc1SCC(=O)n1c2ccccc2c2ccccc21	.	1	-0.94
28	Cc1ccc(-n2[nH]c(C)c(C=Nc3ccc(C)cn3)c2=O)cc1	.	-0.04	-0.66
29	Cc1ccccc1NS(=O)(=O)c1ccc(N2CCCC2=O)cc1	-3	0	-0.36
30	CC(C)(C)NC(=O)COC(=O)c1ccc(S(=O)(=O)N2CCCCCC2)cc1	.	0.19	0.04
31	Cn1c(CSc2nc3ccccc3s2)nnc1SCC(=O)NCCN1CCOCC1	.	0.46	0.01
32	CC(c1ccccc1)C(CC(=O)O)C(=O)NC1CCCCC1 (stereo not drawn)	.	0.03	-0.38
33	CCC(CC)C(=O)NC12CC3CC(CC(C3)C1)C2	-69	1.1	1.2
34	Cc1ccc2c(c1)CC1(CN2C)C(=O)OC2(CCCCC2)OC1=O	-61	1.1	0.87
35	CC(C)Oc1ccc(C2C(C(=O)c3ccco3)=C(O)C(=O)N2CCCN(C)C)cc1 (stereo not drawn)	-6	.	.
36	O=C(CN1CCN(c2ccccc2)CC1)Nc1cccc(C(F)(F)F)c1	.	-1.6	-0.86
37	CS(=O)(=O)c1ccc2nc(NC(=O)Nc3cccc(Cl)c3)sc2c1	16	1.2	2.7
38	COC(=O)C1C(=O)c2c([nH]c(C(=O)OCCOC(C)C)c2C)CC1C (stereo not drawn)	-16	0.11	0.09
39	Cc1nc(NC(=O)CSc2ccc(-c3nc4ccccc4[nH]3)cn2)sc1C	54	-0.86	-0.25
40	Oc1csc(Cc2nc(-c3ccc(Br)cc3)cs2)n1	-6	.	.
41	COC(=O)c1cc2sccc2n1CC(=O)N1CCCc2ccccc21	-193	-1.3	-0.82
42	O=C1CNC(=O)c2c(nc3n2CCC3)N1	.	0.56	0.33
43	COc1nccnc1NS(=O)(=O)c1ccc(NC(=S)NC(=O)c2ccccc2F)cc1	.	0.69	0.26
44	Cc1csc(N(C(=O)CCNC(=O)c2ccc([N+](=O)[O-])cc2)c2ccccc2)n1	11	-1.1	-1.1
45	Cc1c(/C=C2\SC(=O)N(CC(=O)Nc3ccc4c(c3)OCO4)C2=O)c2ccccc2n1C	.	-0.81	0.43
46	O=C(O)c1ccc2c(c1)ncn2C1CCCCCC1	.	-0.14[17.2 µM]	-0.57
47	CC1=C(C)CS(=O)N(c2ccc(S(N)(=O)=O)cc2)C1 (stereo not drawn)	34	0.37	-0.46
48	CCN1C(C)=C(C)S/C1=C1\SC(=S)N(N)C1=O	8	.	.
49	COC(=O)CSc1nnc(-c2cccnc2)n1-c1cccc(OC)c1	57	2.1	1.6
50	Cc1c(Cl)cccc1NC(=O)CSCc1cc(=O)[nH][nH]1	-79	2	2.2
51	COC(=O)c1ccc(OCC2c3cc(OC)c(OC)cc3CCN2C(C)=O)cc1 (stereo not drawn)	19	.	.
52	Clc1ccc(Nc2ccc(-n3ccnc3)nn2)cc1Cl	.	-2.1	-0.8
53	COCCn1c(SCC(=O)Nc2ccc(NC(=O)c3ccco3)c(OC)c2)nc2ccccc2c1=O	21	-0.91	0.61
54	CN1c2ccccc2N(C)C1c1c(O)ccc2ccccc12	-288	0.11	-0.01
55	COCCNC(=O)c1onc(CSc2ccc(Cl)cc2)c1C(=O)O	24	0.09	-0.54
56	Cc1cccc(C)c1Nc1nnc(SCc2cn3cccc(C)c3n2)s1	.	0.66	0.61
57	CCOc1cc(C)nc(NCc2ccccc2)n1	13	0.83	1.2
58	O=C(CSc1n[nH]c(=O)n1C1CC1)Nc1cc(Cl)ccc1Oc1ccccc1	.	-1.1	-1.1
59	CC(Oc1ccc2c(-c3ccccc3)cc(=O)oc2c1)C(=O)O (stereo not drawn)	.	0.22	-0.45
60	COc1ccc(NC(=O)CN(c2cccc(C(F)(F)F)c2)S(C)(=O)=O)cc1OC	-7	-0.34	-0.61

# Reprinted at random: four records from the list
no.	Structure	INS promoter inh	sdo1 growth	sdo1 growth Rescue 24 h
58	O=C(CSc1n[nH]c(=O)n1C1CC1)Nc1cc(Cl)ccc1Oc1ccccc1	.	-1.1	-1.1
46	O=C(O)c1ccc2c(c1)ncn2C1CCCCCC1	.	-0.14[17.2 µM]	-0.57
50	Cc1c(Cl)cccc1NC(=O)CSCc1cc(=O)[nH][nH]1	-79	2	2.2
47	CC1=C(C)CS(=O)N(c2ccc(S(N)(=O)=O)cc2)C1 (stereo not drawn)	34	0.37	-0.46

# Further compounds.
no.	Structure	INS promoter inh	sdo1 growth	sdo1 growth Rescue 24 h
61	CN(Cc1c(F)cccc1Cl)C(=O)C1CC(=O)N(CCc2ccccc2)C1 (stereo not drawn)	-18	.	.
62	O=C(CC1Nc2ccccc2NC1=O)NCCCN1CCCCCC1 (stereo not drawn)	-29	0.36	2.5
63	COC(=O)C1=C(C)N(Cc2ccco2)C(=O)N[C@H]1c1ccc(Br)cc1	-24	-0.67	-1.1
64	Cc1cccc(C(=O)N[C@H](C(=O)Nc2cc(S(=O)(=O)N3CCCCC3)ccc2C)C(C)C)c1	.	-0.11	-0.69
65	CC(=O)NC1=NN(c2ccccc2)C(=O)C1	18	0.85	0.98
66	CC(N=C(NC#N)Nc1ccncc1)C(C)(C)C (stereo not drawn)	5	0.67	-0.09
67	COc1ccc(OC)c(NC(=O)CCNS(=O)(=O)c2cccs2)c1	-275	0.49	-0.43
68	O=C(NCc1cccs1)C(NS(=O)(=O)c1cccc2nsnc12)c1ccccc1 (stereo not drawn)	-81	0.9	0.62
69	CC1=C(C(=O)Nc2ccccc2)C(c2ccco2)C(C#N)=C(SCC(=O)Nc2cccc(C)c2C)N1 (stereo not drawn)	39	0.07	1.3
70	Cc1nnc(NC(=O)CCCOc2ccccc2)s1	-39	0.85	0.99
71	COc1ccc(-n2c(COc3cccc4ccccc34)nnc2SC(C)C(=O)O)cc1 (stereo not drawn)	-11	.	.
72	CCCCc1cc2c(c(NC(=O)CC)n1)c(=O)oc1ccccc12	15	0.18	0.99
73	COC(=O)C1=CN(CC2CCCO2)C=C(C(=O)OC)C1c1cc(OC)c(OC)c(OC)c1 (stereo not drawn)	24	0.25	0.54
74	Cc1cc(C(=O)CSc2nc3ccccc3[nH]2)c(C)n1CC1CCCO1 (stereo not drawn)	-5	-0.19	0.04
75	O=C(O)c1ccc(Oc2cccc([N+](=O)[O-])c2)cc1C(=O)O	-12	0.84	1.1
76	Cc1ccc(N(C(=O)CNC(=O)c2ccco2)C(C(=O)NC2CCCC2)c2cccnc2)cc1C (stereo not drawn)	.	0.94	0.53
77	CC(/C=C/c1ccco1)=N/NC(=O)CNc1ccccc1C	10	.	.
78	Cc1ccc2[nH]c(=O)c(N3CCOCC3)c(-c3ccccc3)c2c1	i	-1.2	-0.09
79	CC(C)(C)OC(=O)N1CCC(C(=O)N[C@@H](Cc2ccccc2)C(=O)O)(c2ccccc2)CC1	21	0.97	0.42
80	O=C(C/C=N/OCc1ccc(Cl)cc1)c1cnc(-c2ccccc2)s1	-3	-0.32	0.37
81	CCCN1C2CCCC1CC(NC(=O)C1CCCCC1)C2 (stereo not drawn)	-52	0.58	0.48
82	CCCc1cc(=O)[nH]c(Nc2ccc(OC)c(Cl)c2)n1	-7	-0.35	-0.47
83	CO/N=C(\Cn1ncc(NC2CCCCC2)c(Br)c1=O)c1ccc(Cl)cc1	-61	-2.1	-2.2
84	CC(=O)c1ccc2c(c1)C1C=CCC1C(c1ccc(S(=O)(=O)N3CCOCC3)cc1)N2 (stereo not drawn)	.	-0.53	0
85	CC(C(=O)NC(=O)NC1CCCCC1)N1CCN(C(c2ccccc2)c2ccccc2)CC1 (stereo not drawn)	3	-0.01	-0.23
86	CC1CN(C(=O)c2ccc(C(=O)c3ccccc3)cc2)CC(C)O1 (stereo not drawn)	.	0.69	0.83
87	CCOC(=O)c1c(C)c(C(=O)Nc2ccc(F)cc2)c(C)n1C	-142	.	.
88	CCN(CCCNC(=O)c1c(C)cc(=O)oc1C)c1ccccc1	-82	0.36	-0.02
89	O=C(OCC(=O)N1CCN(C(=O)c2ccco2)CC1)c1cc(-c2ccc(Cl)c(Cl)c2Cl)nc2ccccc12	-22	-1.2	-0.36
90	COc1ccc(NC(=O)CN2CCN(CC(=O)Nc3cc(OC)cc(OC)c3)CC2)cc1	.	0.26	-0.92

# The closing 7 records of the section above are carried over, then new ones follow.
no.	Structure	INS promoter inh	sdo1 growth	sdo1 growth Rescue 24 h
84	CC(=O)c1ccc2c(c1)C1C=CCC1C(c1ccc(S(=O)(=O)N3CCOCC3)cc1)N2 (stereo not drawn)	.	-0.53	0
85	CC(C(=O)NC(=O)NC1CCCCC1)N1CCN(C(c2ccccc2)c2ccccc2)CC1 (stereo not drawn)	3	-0.01	-0.23
86	CC1CN(C(=O)c2ccc(C(=O)c3ccccc3)cc2)CC(C)O1 (stereo not drawn)	.	0.69	0.83
87	CCOC(=O)c1c(C)c(C(=O)Nc2ccc(F)cc2)c(C)n1C	-142	.	.
88	CCN(CCCNC(=O)c1c(C)cc(=O)oc1C)c1ccccc1	-82	0.36	-0.02
89	O=C(OCC(=O)N1CCN(C(=O)c2ccco2)CC1)c1cc(-c2ccc(Cl)c(Cl)c2Cl)nc2ccccc12	-22	-1.2	-0.36
90	COc1ccc(NC(=O)CN2CCN(CC(=O)Nc3cc(OC)cc(OC)c3)CC2)cc1	.	0.26	-0.92
91	CCOC(=O)C1=C(CSc2nc(-c3ccccc3)ccc2C#N)OC(N)=C(C#N)C1c1cccnc1 (stereo not drawn)	-89	-1.5	-1.7
92	CSC1=N/C(=C\c2ccccc2)C(=O)N1C	-2	-0.31	-0.65
93	Cc1cc(C)n(Cc2ccc(NC(=O)c3c([N+](=O)[O-])c(C)nn3C)cc2)n1	26	2.2	2.3
94	CCC(C)NC(=O)C1c2ccccc2C(=O)N1Cc1ccccc1OC (stereo not drawn)	-16	-0.52	-0.74
95	CCN(CC)S(=O)(=O)c1ccc(C(=O)NCc2ccc3[nH]c4c(c3c2)CCCC4)cc1	-17	-0.31	-0.18
96	C/C(CC(=O)Nc1cc(C)ccn1)=N\NC(=O)COc1cccc(C)c1	-29	0.07	-0.21
97	COCCNC(=O)CN(c1cc(Cl)ccc1OC)S(C)(=O)=O	36	0.11	-0.35
98	Cc1ccc(OCc2nnc(SCC(=O)c3ccccc3)n2Cc2ccco2)cc1	-93	-0.81	-0.7
99	CC(C)(C)c1ccc(-c2nnc(SCC(=O)c3ccc4c(c3)OCCO4)o2)cc1	-33	-0.1	0.37
100	CN(C)c1nc(SCC#N)nc(N(C)C)n1	29	0.24	0.32
101	CO[C@@]1(NC(=O)CSCC#N)C(=O)N2C(C(=O)O)=C(CSc3nnnn3C)CS[C@@H]21	18	1	0.74
102	COc1cccc(N2C(=O)Nc3ccccc3C2(O)C(=O)NCc2ccc3c(c2)OCO3)c1 (stereo not drawn)	-6	0.89	0.31
103	COc1ccc(CCNC(=O)COc2ccc(S(=O)(=O)NC3CCCCC3)cc2Cl)cc1OC	.	0.83	0.67
